# VEEV TC-83 Vero: inhibitors of VEEV TC-83 cytopathic effect, confirmation, Vero cells (AID 588727); Vero cells, VEEV TC-83 cytopathic effect inhibition; higher % means a stronger effect; inhibition, % at 20 µM, or IC50 in µM where a hit was titrated; 0.13% of 350,000 active; in the data active = a potency from the dose series; inconclusive = inhibition mostly from about 14% at the one dose, without a potency; inactive = the rest, 99 in 100 with inhibition below about 12%; note: strong numbers were not always called active
# tuberculosis growth: growth inhibition of non-replicating M. tuberculosis (AID 488890) | inhibition, % at 25 µM; hits with a dose series show IC50 in µM | Mycobacterium tuberculosis non-replicating, growth inhibition; higher % means a stronger effect | 0.39% of 320,000 active; in the data active = a potency from the dose series; inconclusive = inhibition mostly from about 82% at the one dose, without a potency; inactive = the rest, 99 in 100 with inhibition below about 76%;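 note: plate controls were DMSO cells for no effect and high antibiotic wells for full effect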
# H1N1 NS1A inhibition: H1N1 influenza NS1A inhibitors, functional cell based assay (AID 504329); 0.3% of 340,000 active; inhibition, % at 12.5 µM, or IC50 in µM where a hit was titrated; NS1A functional cell-based assay, percent inhibition; higher % means a stronger effect; in the data active = a potency from the dose series; inconclusive = inhibition above about 27% without an active follow-up result; note: strong numbers were not always called active
# PhoP GFP inhibition: PhoP regulon inhibitors, Salmonella typhi PhoP promoter GFP reporter, confirmatory (AID 1850); Salmonella Typhi PhoP-promoter GFP reporter, fluorescence, 4 h; higher % means a stronger effect; inhibition, % at 50 µM; hits with a dose series show IC50 in µM; 0.33% of 310,000 active; in the data active = a potency from the dose series; inconclusive = inhibition mostly from about 25% at the one dose, without a potency; inactive = the rest, 99 in 100 with inhibition below about 19%;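 note: 0% = induced wells with vehicle and 100% = uninduced wells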
# H37Rv inhibition: M. tuberculosis growth inhibition, HTS (AID 449762); M. tuberculosis H37Rv growth inhibition, 7H9 media; higher % means a stronger effect; inhibition, % at 25 µM; hits with a dose series show IC50 in µM; 0.59% of 330,000 active; in the data active = a potency from the dose series; inconclusive = inhibition above about 70% without an active follow-up result;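 note: bacterial growth assessed after seven days of incubation; strong numbers were not always called active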
# VEEV TC-83 Vero 10K pilot screen: also measured in VEEV TC-83 Vero; calls as there; inhibition, %; measured here: 10K pilot screen inhibition
# An asterisk follows results filed as active; i = inactive; ? = inconclusive; . = not tested or not shown.
SMILES,VEEV TC-83 Vero,tuberculosis growth,H1N1 NS1A inhibition,PhoP GFP inhibition,H37Rv inhibition,others
COc1ccc(S(=O)(=O)NCCc2nnc3ccc(SCc4cccnc4)nn23)cc1,1.5%,-5%,-2%,-16%,-3%,
O=C(CCCO)c1ccc2c(c1)OCCO2,i,-6%,-2%,-4%,1%,
CCN1CCN(c2nc3c(c(=O)[nH]c(=O)n3C)n2CCCSc2ncccn2)CC1,2.2%,0%,5%,-3%,-5%,
O=C(CN1C(=O)S/C(=C\C=C\c2ccccc2)C1=O)N1CCCCC1,2.3%,10%,-4%,-4%,-6%,
CC(C)=C[C@@H]1C[C@H](C)[C@H]2CC[C@H](C)c3c(O)c(O)c(C)c1c32,i,21%,13%,.,-3%,VEEV TC-83 Vero 10K pilot screen=3.3
COC(=O)c1cc(NS(=O)(=O)c2ccc(N3CCOCC3)c(N)c2)cc(C(=O)OC)c1,i,2%,-9%,6%,-3%,
CC(NC(=O)c1ccco1)C(=O)N(C)Cc1ccc(C(F)(F)F)cc1 (stereo not given),i,0%,-3%,7%,4%,
COc1ccc(CC(=O)Nc2ccc3c(C)cc(=O)oc3c2)cc1OC,i,-6%,0%,1%,-1%,
O=C(c1cccc(Oc2ccc([N+](=O)[O-])cc2Cl)c1)N1CCCCC1,0.7%,-43%,-14%,-6%,62%,
COc1ccc(N2CCN(C(=O)CNC(=O)c3ccco3)CC2)cc1,2.0%,-20%,-3%,5%,-15%,
COc1nc(C)cc(C)c1S(=O)(=O)c1ccccc1,i,1%,-3%,-13%,2%,
O=C(Nc1ccccn1)C(NS(=O)(=O)c1cccc2nsnc12)c1ccccc1 (stereo not given),4.2%,19%,12%,-11%,-2%,
O=C(OCc1cccc([N+](=O)[O-])c1)c1ccncc1,i,?,6%,-7%,1%,
CC(C)NC(=O)C1CCN(C2CCN(Cc3nc4ccccc4s3)CC2)CC1,1.3%,3%,-6%,-1%,-7%,
CCCOc1ccccc1-c1nc(SCCC(=O)O)n[nH]1,0.3%,9%,-10%,-11%,-6%,
N=C1SC(CC(=O)Nc2ccc([N+](=O)[O-])cc2)C(=O)N1c1ccccc1 (stereo not given),8.1%,-5%,.,-9%,1%,
Cc1ccc(C(=O)N/C(=C/c2cccnc2)C(=O)NCc2ccco2)cc1,i,-12%,-5%,-1%,-2%,
Oc1ccccc1-c1nc2c3ccccc3c3ccccc3c2[nH]1,0.5%,31%,-5%,8%,20%,
COc1ccc(CNC(=O)COC(=O)c2ccc3c(c2)OCCO3)cc1,4.5%,-13%,11%,2%,6%,
O=C(O)CCCCCN1C(=O)C(O)=C(C(=O)/C=C/c2ccccc2)C1c1ccc2c(c1)OCO2 (stereo not given),2.9%,3%,.,-8%,0%,
Nc1nc(NCCOCCO)nc(Nc2cccc(F)c2)c1[N+](=O)[O-],4.0%,-16%,-4%,0%,-4%,
O=C1c2ccccc2C(=O)N1CCC1(O)C(c2ccccc2)=Nc2ccccc21 (stereo not given),9.8%,.,-7%,.,.,
O=c1c2ccccc2nc2n1C(CSc1ccc(Cl)cc1)CN2 (stereo not given),5.1%,-19%,-5%,12%,0%,
COc1ccc(O)c(-c2cc(-c3cccs3)[nH]n2)c1,7.7%,29%,4%,-9%,9%,
Oc1ccc(C2=CCNCC2)cc1O,0.6%,7%,-7%,2%,-1%,VEEV TC-83 Vero 10K pilot screen=3.2

# Continuation.
SMILES,VEEV TC-83 Vero,tuberculosis growth,H1N1 NS1A inhibition,PhoP GFP inhibition,H37Rv inhibition,others
O=C(NC1CCCCC1)N1CCNCC1,1.9%,48%,-8%,-7%,-4%,
CC(C)NC(=O)N(C)C[C@H]1Oc2ccc(NC(=O)c3ccncc3)cc2C(=O)N([C@H](C)CO)C[C@@H]1C,i,3%,-8%,.,-2%,
Cc1cc(C)c(OCC(=O)N2CCN(c3ncc(C(F)(F)F)cc3Cl)CC2)c(C)c1,3.2%,45%,-4%,-2%,-7%,
Cc1cc(=O)oc2cc(OCC(=O)N3CCOCC3)c(Cl)cc12,3.5%,-6%,-13%,.,-7%,
CC(CCc1ccccc1)NC(=O)COC(=O)c1cccc2ccccc12 (stereo not given),1.2%,24%,-16%,-5%,5%,
CCN(CC)c1ccc(/C=N/OCC(=O)N2CCCc3ccccc32)cc1,1.0%,28%,29%,-4%,-3%,
CC1CCC(NC(=O)c2cc3c(s2)CCCC3)CC1 (stereo not given),2.8%,77%,-7%,3%,40µM*,
CC(C)n1cc(/C=N/Nc2ccc(Cl)c(C(=O)O)c2)c2ccccc21,0.2%,-1%,9%,-3%,11%,
COc1ccc(S(=O)(=O)N2CCC(O)(c3ccc(Cl)cc3)CC2)cc1,2.9%,28%,7%,-10%,2%,
CNC(=O)c1cnn(-c2nc(-c3ccc(OC)cc3)cs2)c1C(F)(F)F,1.1%,1%,-1%,3%,9%,
CCCCOc1ccc(NC(=O)Nc2nnc(C)s2)cc1,5.8%,39%,-23%,6%,6%,
CC(=O)N(C(C)=O)c1nc(-c2ccccc2)cn1/N=C/c1cccc([N+](=O)[O-])c1,5.6%,-2%,-14%,1%,7%,
CCCCn1c(-c2ccc(Cl)cc2)nc2c(=O)n(C)c(=O)[nH]c21,1.7%,.,-8%,-4%,.,
C/C(=N\O)c1ccc(N2C(=O)C3CC=C(Cl)CC3C2=O)cc1 (stereo not given),2.2%,10%,3%,4%,0%,VEEV TC-83 Vero 10K pilot screen=2.2
Nc1ncccc1C(=O)OCC(=O)NC1CCCCCC1,2.2%,18%,-17%,.,4%,
CCc1ccc(-c2nc(CS(=O)CC(=O)NCc3ccccc3)c(C)o2)cc1 (stereo not given),0.7%,12%,-6%,3%,-7%,
Cc1ccc(CS(=O)(=O)CCC(=O)NC2CC2)cc1,2.5%,11%,-2%,-1%,-6%,
O=[N+]([O-])c1ccc(NN=Cc2ccccc2)nc1,i,.,3%,.,.,
COP(=O)(OC)c1ccc(NCc2cc(O)ccc2O)cc1,0.6%,.,10%,.,.,
CCCC(=O)Nc1cccc(-c2nc3ccccc3o2)c1,1.7%,.,4%,-3%,0%,
COC(=O)C1=C(C)NC(C)=C(C(=O)OC)C1c1ccc(-c2cc(Cl)ccc2Cl)o1,0.7%,1%,-4%,-6%,-3%,
O=[N+]([O-])c1ccc(C[n+]2ccccc2)cc1,i,6%,18%,10%,10%,
CC(=O)C1=C(O)C(=O)N(c2cc(C(C)(C)C)on2)C1c1ccc(C(C)C)cc1 (stereo not given),i,38%,-20%,-9%,1%,
COc1ccc(C2=NS(=O)(=O)N(C)C(C(=O)N3CCCCC3)=C2)cc1OC,i,-19%,0%,-4%,-3%,
Cc1cccc(NC(=O)C2CC(O)CN2C(=O)OCc2ccccc2)c1 (stereo not given),0.1%,2%,-10%,-1%,2%,

# Next section:
SMILES,VEEV TC-83 Vero,tuberculosis growth,H1N1 NS1A inhibition,PhoP GFP inhibition,H37Rv inhibition,others
CSc1nc2nc3c(cc2c(=O)n1-c1ccc(C)cc1)COC(C)(C)C3,0.2%,3%,11%,4%,8%,
O=C1/C(=C\c2ccccc2)C2OCC=C3CN4CCC56c7ccccc7N1C5C2C3CC46 (stereo not given),0.5%,66%,-15%,1%,6%,
CCCSc1nc2c(c(=O)n(C)c(=O)n2C)n1Cc1ccc(C)cc1,6.3%,15%,-15%,-2%,-3%,
Cc1nc2cc(NC(=O)NC(C)(C)C)ccc2n1C,0.1%,-23%,-8%,-9%,1%,
COc1ccc(NS(=O)(=O)c2ccc(O)c(NC(=O)c3ccc(S(=O)(=O)N4CCCCCC4)cc3)c2)cc1,0.8%,-6%,0%,-9%,1%,
CCn1c(SCC(=O)C(C)(C)C)nnc1-c1ccccn1,1.4%,-9%,1%,-4%,-6%,
CCN(CC)S(=O)(=O)c1ccc(C)c(NC(=O)CNc2cccc(S(=O)(=O)N3CCOCC3)c2)c1,8.4%,28%,-19%,3%,-4%,
CCOC(=O)c1nnn(-c2ccccc2)c1C,i,-12%,1%,9%,-9%,
COCC(=O)N/N=C(\C)CC(=O)Nc1ccccc1C(N)=O,0.2%,-9%,18%,-7%,-1%,
COCCCNC(=S)N1CCN(Cc2ccc3c(c2)OCO3)CC1,0.8%,35%,2%,-2%,10%,
COc1ccc(CNC(=O)CCCn2nc(C)c([N+](=O)[O-])c2C)cc1OC,0.4%,7%,-3%,8%,1%,
COc1ccc(-c2noc(-c3ccccc3C(=O)Nc3cccnc3)n2)cc1OC,9.4%,15%,-6%,-11%,-4%,
O=[N+]([O-])c1ccc(N2CCCC2)c2ncccc12,2.2%,20%,12%,-3%,-1%,
CCNc1nc(-c2cc3ccccc3o2)cs1,2.3%,5%,5%,-10%,-4%,
Cc1cc(=O)oc2cc(NC(=O)C3CCCC3)ccc12,0.6%,19%,-3%,-5%,46%,
COc1cccc(Nc2nnc(SCC(=O)N3CC(=O)Nc4ccccc43)s2)c1,7.0%,23%,-6%,-5%,-7%,
COc1cccc(CNS(=O)(=O)c2cn(C)cn2)c1,i,-8%,-3%,-9%,3%,
O=C(O)CC(NC(=O)Nc1ccccc1)c1ccc(OC2CCCC2)cc1 (stereo not given),1.4%,3%,4%,-4%,5%,
CCOc1ccc(NC(=O)CSc2nc3ccccc3nc2N2CCOCC2)cc1,2.9%,-10%,9%,4%,-6%,
COc1cc(S(=O)(=O)N2CCCCC2)ccc1NC(=O)c1ccccc1Cl,0.4%,7%,4%,-9%,-3%,
Cc1ccc(C2(O)CN(c3ccccc3C)C3=[N+]2CCS3)cc1 (stereo not given),1.3%,-7%,-5%,-2%,8%,
O=C(CCc1nc(-c2ccc(F)cc2)no1)NCc1ccccc1CN1CCOCC1,i,1%,0%,.,-6%,
CCOc1cc(N2CCOCC2)c(OCC)cc1NC(=O)Cc1cccc2ccccc12,i,13%,12%,3%,2%,
O=C(COC(=O)c1ccc(S(=O)(=O)NCc2ccco2)cc1)NC1CCCCC1,3.5%,-7%,18%,-5%,5%,
COc1ccccc1NC(=O)C[n+]1ccccc1,i,-15%,-1%,5%,-3%,VEEV TC-83 Vero 10K pilot screen=0.0

# Going on with the list:
SMILES,VEEV TC-83 Vero,tuberculosis growth,H1N1 NS1A inhibition,PhoP GFP inhibition,H37Rv inhibition,others
O=C(NCc1ccc(F)cc1)C1CC(=O)N(C2CCCC2)C1 (stereo not given),1.8%,8%,-3%,.,-4%,
Cn1c(SCC(=O)Nc2ccccc2F)nnc1-c1cccs1,0.1%,21%,7%,-14%,-1%,
COc1ccc(S(=O)(=O)NCc2ccc(C(=O)NCCCN3CC(C)CC(C)C3)cc2)cc1 (stereo not given),0.8%,4%,7%,-6%,-2%,
Cc1ccc(S(=O)(=O)NC(CC(=O)NCC2CCCO2)c2ccccc2)cc1 (stereo not given),0.9%,4%,-7%,1%,-1%,
CCN1C(=O)/C(=C\C(=O)c2cccs2)c2cc(Br)ccc21,25%,62%,12%,12%,?,
Cc1ccc(S(=O)(=O)Nc2ccc3[nH]ccc3c2)cc1,i,0%,-12%,-2%,13%,
CCOC(=O)C=C(OC(=O)c1ccc(OC)cc1)c1ccccc1,7.7%,.,-13%,.,.,
CC(C)(C)OC(=O)N1CCC2(CC1)C(C#N)=C(N)OC1=C2C(=O)CCC1,i,-22%,3%,-1%,-5%,
CN(C)C(=O)CCCCCCCCC(=O)N(C)C,0.9%,-7%,.,-12%,-4%,
CCOC(=O)COc1ccc2c(c1)c(C(=O)OCC)c(C)n2CC,0.6%,i,-5%,-2%,?,
CCNC(=O)C(=O)NCCc1ccc(Cl)cc1,3.6%,4%,17%,2%,-2%,
CC(=C/c1ccccc1)/C=C1/SC(N2CCOCC2)=NC1=O,5.9%,25%,-6%,-1%,0%,
COc1ccccc1OCC(=O)Nc1ccccc1C(=O)NCc1ccco1,11%,15%,-11%,0%,11%,
O=C(O)c1cc2ccccc2cc1Nc1ccccc1,1.9%,41%,11%,20%,1%,
COc1ccc(C(=O)CSc2nncn2C)cc1,1.4%,-2%,-6%,-7%,-3%,
Cc1ccc(C2C3=C(CCCC3=O)Nc3[nH]c(=S)[nH]c(=O)c32)cc1 (stereo not given),i,-13%,-2%,10%,-1%,

# Pulled by structure from the list above:
SMILES,VEEV TC-83 Vero,tuberculosis growth,H1N1 NS1A inhibition,PhoP GFP inhibition,H37Rv inhibition,others
CNC(=O)c1cnn(-c2nc(-c3ccc(OC)cc3)cs2)c1C(F)(F)F,1.1%,1%,-1%,3%,9%,
COc1nc(C)cc(C)c1S(=O)(=O)c1ccccc1,i,1%,-3%,-13%,2%,
O=C(CN1C(=O)S/C(=C\C=C\c2ccccc2)C1=O)N1CCCCC1,2.3%,10%,-4%,-4%,-6%,
COP(=O)(OC)c1ccc(NCc2cc(O)ccc2O)cc1,0.6%,.,10%,.,.,
Cc1ccc(C2C3=C(CCCC3=O)Nc3[nH]c(=S)[nH]c(=O)c32)cc1 (stereo not given),i,-13%,-2%,10%,-1%,

# Bioassay records deposited in PubChem BioAssay by Southern Research Specialized Biocontainment Screening Center.
